PPARg SRC-1 ag: agonists of human PPARgamma SRC-1 coactivator recruitment; P37231; PPARgamma-SRC-1 coactivator recruitment biochemical assay; activation, % at 8 µM; 200,000 compounds, 0.41% hits; in the data active = activation above about 19%;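 also: 0% = DMSO and 100% = reference agonist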
PPARg SRC-2 ag: PPARgamma-driven SRC-2 recruitment agonism | P37231 | PPARgamma LBD-SRC-2 recruitment, biochemical | activation, % at 8 µM | 200,000 compounds, 0.34% hits | AID 1032; in the data active = activation above about 22%;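 also: 0% = vehicle and 100% = reference agonist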
STAT1 blocker: STAT1 signaling inhibition; NIH 3T3 STAT1-luciferase reporter, IFN-gamma, luminescence; inhibition, % at 5.5 µM; 200,000 compounds, 0.35% hits; AID 920;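 active = inhibition above a set limit, the mean inhibition across all tested compounds plus 3 SD, cut at about 34% in these data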;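 also: 0% = IFN-gamma with DMSO and 100% = IFN-gamma with 300 µM nifuroxazide; values of inactives mirror those of a sister screen read the other way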
ROMK primary: human ROMK K+ channel modulation, primary screen; 130,000 compounds, 2% hits; Tet-inducible ROMK, thallium flux fluorescence; actives lie on both sides; P48048; B-score at 10 µM;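 active = signal ratio slope over the read window, or its plate-corrected B-score, at least 3 SD from the plate mean, either direction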;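 also: B-score of the F/F0 ratio slope over 7 to 12 s after thallium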
Target sequence (P48048 whole entry, looked up): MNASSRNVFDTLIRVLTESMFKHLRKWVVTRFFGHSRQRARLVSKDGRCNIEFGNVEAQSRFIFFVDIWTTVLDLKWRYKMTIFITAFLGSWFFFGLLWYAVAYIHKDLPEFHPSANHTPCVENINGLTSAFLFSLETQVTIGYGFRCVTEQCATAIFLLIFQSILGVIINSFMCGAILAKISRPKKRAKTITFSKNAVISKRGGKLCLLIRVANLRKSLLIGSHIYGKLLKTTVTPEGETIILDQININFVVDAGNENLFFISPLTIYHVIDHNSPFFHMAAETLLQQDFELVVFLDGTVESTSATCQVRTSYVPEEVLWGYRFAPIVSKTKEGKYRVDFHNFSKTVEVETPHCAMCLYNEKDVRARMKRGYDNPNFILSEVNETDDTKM
PPARg SRC-3 ag: agonists of human PPARgamma SRC-3 coactivator recruitment. P37231. activation, % at 8 µM. biochemical PPARgamma/SRC-3 coactivator recruitment assay. AID 731. 200,000 compounds, 0.26% hits; in the data active = activation above about 23%;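 also: 0% = DMSO and 100% = reference agonist; some compounds past the cut are filed as inactive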
STAT3 blocker: inhibitors of IL-6 induced STAT3 signaling; U3A cells, IL-6 STAT3-luciferase reporter, luminescence; host cell line lacks STAT1; inhibition, % at 5.5 µM; 190,000 compounds, 0.89% hits; AID 862;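 active = inhibition above the mean inhibition across all screened compounds plus 3 SD, cut at about 44% in these data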;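 also: 0% = DMSO only wells and 100% = 100 µM nifuroxazide control wells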
TLR4 MyD88 comp: TLR4-MyD88 interaction inhibition in cells; inhibition, % at 8.4 µM; HeLa CL3-4 TLR4/MyD88 BLA complementation, FRET ratio; AID 861; O00206+Q99836; 200,000 compounds, 0.18% hits; in the data active = inhibition above about 25%;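 also: 0% = vehicle and 100% = reference inhibitor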
STAT3 act: STAT3 signaling activation; U3A cells, IL-6 STAT3-luciferase reporter, luminescence; 100% = signal with IL-6 EC80 alone; activation (% of control), % at 5.6 µM; 190,000 compounds, 0.91% hits; AID 871;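 active = activation above the screen-wide mean of compound activation plus 3 SD, cut at about 130% in these data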;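 also: 0% = background luminescence of wells with medium and substrate only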
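system = STAT3-luciferase reporter U3A cells | reagent = IL-6 stimulus at 33 ng/mL final | timing = 1 h compound pre-exposure, 6 h IL-6 stimulation, 37 °C | measured by = luminescence | evaluation = % activation versus median of IL-6-stimulated wells | control set = IL-6-only wells as 100% reference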
S1P3 antag: S1P3 (human) receptor antagonism | 170,000 compounds, 0.27% hits | Q99500 | CHO S1P3 NFAT-BLA reporter, FRET fluorescence, antagonist mode | inhibition, % at 4.98 µM | AID 485;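 active = inhibition above the plate cutoff, the mean inhibition of test wells on that plate plus 3 SD, cut at about 28% in these data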;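 also: cells challenged with S1P at its EC80 of 0.8 µM; blue over green emission ratio from cleaved BLA substrate after 4 h stimulation; 0% = S1P-stimulated wells and 100% = unstimulated DMSO-only wells; some compounds past the cut are filed as inactive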
Target sequence (Q99500 whole entry, looked up): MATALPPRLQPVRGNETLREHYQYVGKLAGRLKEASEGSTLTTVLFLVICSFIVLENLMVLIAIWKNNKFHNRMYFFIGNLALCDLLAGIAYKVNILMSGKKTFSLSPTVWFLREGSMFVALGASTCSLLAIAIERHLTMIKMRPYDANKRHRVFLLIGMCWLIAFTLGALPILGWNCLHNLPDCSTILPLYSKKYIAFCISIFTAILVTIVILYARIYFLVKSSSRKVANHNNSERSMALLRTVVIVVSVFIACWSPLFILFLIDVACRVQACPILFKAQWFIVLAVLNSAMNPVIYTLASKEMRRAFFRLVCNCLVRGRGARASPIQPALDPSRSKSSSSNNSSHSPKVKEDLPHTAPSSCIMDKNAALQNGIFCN
SRC2 TRFRET art: flags TR-FRET format artefacts in PPARgamma SRC-2 recruitment agonist screen; TR-FRET artefact counter-screen; active compounds read high; TR-FRET ratio at 8 µM; 200,000 compounds, 0.4% hits; in the data active = TR-FRET ratio above about 2000; also: inactives centre near 1500
RAM network inh: inhibitors of the yeast RAM network; S. cerevisiae dse1pr::URA3 reporter, 5-FOA growth OD615, 2 d; analog-sensitive cbk1-as2 kinase mutant strain; inhibition, % at 50 µM; 190,000 compounds, 1.8% hits;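 active = inhibition above a set limit, 3 SD over mean compound inhibition, cut at about 8.4% in these data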;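 also: 0% = DMSO-only wells with no growth and 100% = 10 µM 1-NA-PP1 full growth; inhibition rescues growth on 5-FOA so higher OD means more RAM inhibition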
* marks the source's active call; other numbers are inactive results; / = no result given.

Results follow in this order: SRC2 TRFRET art	PPARg SRC-3 ag	PPARg SRC-1 ag	STAT3 blocker	ROMK primary	STAT1 blocker	STAT3 act	TLR4 MyD88 comp	PPARg SRC-2 ag	S1P3 antag	RAM network inh
- Cc1ccc(N2C(N)=NC(N)=NC2(C)C)c(C)c1
  1551	-1	2	9	/	-2	98	-3	0	2	0.1
- OCC1(CCOc2ccccc2)CCN(C2Cc3ccccc3C2)CC1
  1326	-4	10	-7	-3*	-13	111	2	-1	3	0.0
- CC1CN(C)C(C)C/C1=N/Oc1ccccc1[N+](=O)[O-] (stereo not drawn)
  1317	3	-1	8	-0.85	-1	97	-15	3	-6	1.4
- O=C(CSc1nnc(-c2cccc(S(=O)(=O)N3CCOCC3)c2)n1C1CCCCCC1)NCc1ccccc1
  1540	-7	0	8	/	8	96	6	9	/	1.5
- O=C(CC1SC(=O)N(Cc2ccc(Cl)cc2)C1=O)Nc1nccs1 (stereo not drawn)
  1579	-1	-4	0	/	-1	99	5	3	-1	3.4
- COC(=O)Cn1cc(/C=C(/C#N)C(=O)N2CCOCC2)c2ccccc21
  1487	4	-1	6	/	-6	98	11	5	6	0.5
- CCOC(=O)CCC(=O)Nc1cccc([N+](=O)[O-])c1
  1781	-2	4	12	1.2	13	93	-3	0	-8	1.6
- CCOC(=O)c1c(NC(=O)COC(=O)Cn2cnc3ccccc32)sc(C)c1C
  1640	10	13	6	-0.12	9	97	3	-3	1	-0.3
- S=C(NCC1CCCO1)N1CCN(Cc2ccccc2Cl)CC1 (stereo not drawn)
  1602	5	8	11	0.052	-3	96	-2	3	-2	2.4
- Cc1ccc(NC2CC(=O)N(c3cccc([N+](=O)[O-])c3)C2=O)cc1 (stereo not drawn)
  1509	2	7	6	0.2	-8	97	-8	-4	-1	4.8
- COc1ccc(N2CCN(C(=S)NCc3ccccc3)CC2)cc1
  1523	-3	6	-2	-0.11	-1	105	13	1	-19	2.2
- COc1ccc(-c2csc3nc(-c4cccnc4)nc(N4CCC(C(N)=O)CC4)c23)cc1OC
  1505	-2	2	9	-0.022	7	95	11	-6	1	-0.1
- CCCCNC(=O)CC1S/C(=N/N=C/c2ccc(OC)cc2)NC1=O (stereo not drawn)
  1596	4	9	0	-0.083	-10	105	-6	-1	-14	1.6
- CCC(=O)NC(=S)Nc1ccc(NC(=O)c2ccc(OC)cc2)cc1
  1529	0	4	10	0.15	-2	94	-1	10	-3	6.2
- NC(=O)C(CC(=O)O)NC(=O)[C@@H]1CCCCNc2c(I)cc([N+](=O)[O-])cc2C(=O)N[C@@H](CO)C(=O)NCC(=O)N1 (stereo partly drawn)
  1392	1	2	-4	0.7	4	101	-8	-2	-17	-0.5
- Cc1ccc2nc(-c3cccs3)oc(=O)c2c1
  1594	5	8	0	1	-3	105	1	-1	-16	0.3
- CN(C)CCSc1nc(N)c2c3c(sc2n1)CN(C)CC3
  1615	-1	1	9	/	2	96	-3	4	/	0.8
- CCOC(=O)C(C)Sc1nc(C2CC2)cc(C(F)(F)F)c1C#N (stereo not drawn)
  1384	4	3	9	/	5	96	-16	7	/	-0.3
- CC1CCN(C(=O)CCNS(=O)(=O)c2ccccc2)CC1
  1499	-6	-6	-10	/	-10	113	8	1	-12	2.8
- CC(=O)C1=C(c2ccccc2)NC(=O)NC1c1ccccc1OCC(=O)NCc1ccccc1 (stereo not drawn)
  1575	4	0	-1	/	0	102	12	-3	/	0.5
- COc1ccc(CNC(=O)c2cccnc2SC)cc1OC
  1464	1	-1	3	0.13	-8	102	-8	-8	1	2.1
- Cc1ccccc1C(=O)OC1OC(=O)C(Cl)=C1Nc1ccccc1 (stereo not drawn)
  1496	3	-1	7	0.54	10	96	13	0	4	6.7
- CCCCN(CC)C(=O)c1ccccc1Oc1ccccc1
  1682	1	6	1	0.054	-4	102	12	4	-4	1.3
- O=C(Nc1ccc(S(=O)(=O)N2CCOCC2)cc1)C1CCCCC1
  1650	0	6	-1	-0.054	3	102	1	9	/	-1.1
- Cn1c(NC(=O)/C=C/c2ccccc2)cc(=O)n(C)c1=O
  1556	0	0	-10	/	-43	108	10	-6	9	1.0
- O=C(NC1=NCCS1)c1sc2cc(F)ccc2c1Cl
  1582	-1	-2	-13	/	-79	117	-1	-3	13	2.4
- Cc1cc(-c2csc(NC(=O)c3ccc(=O)[nH]c3)n2)c(C)n1Cc1ccccc1
  1690	6	17	0	0.24	-1	103	-6	10	-1	1.7
- COC(=O)[C@H](C)NC(=O)Nc1ccc(S(N)(=O)=O)cc1
  1550	4	-1	5	0.54	-2	102	-1	4	4	0.7
- COc1ccc(OCC(=O)N2CCN(C(=O)c3ccco3)CC2)cc1
  1589	6	4	-1	/	4	104	0	7	/	1.0
- CSc1nc(N2CCOCC2)c2c(c1C#N)CC(C)(C)OC2
  1245	-11	0	-1	-0.2	2	106	7	0	/	5.2
- CC(C)C1COC(c2cccc3ccccc23)=N1 (stereo not drawn)
  1561	3	2	7	-0.17	-47	92	-2	10	-3	-0.5
- COc1ccccc1N1CCN(CCCNC(=O)Nc2ccccc2)CC1
  1501	-14	-2	7	-0.7	4	95	-17	-5	6	-1.0
- COCCn1c(N)c(N(Cc2ccccc2)C(=O)c2cc3ccccc3o2)c(=O)[nH]c1=O
  1550	2	-2	-5	0.77	1	106	-1	0	-17	2.4
- CN1CCN(S(=O)(=O)c2ccc(NC(=O)c3ccco3)cc2)CC1
  1558	0	-2	-11	/	1	110	3	4	2	2.1
- Cc1cc(C)cc(-c2nc(-c3ccncc3)no2)c1
  1398	0	3	-9	/	-31	111	2	2	8	2.4
- COC(=O)Cc1ccc(NC(=S)NCc2ccc(Cl)cc2)cc1
  1679	1	-2	8	/	-2	95	-5	-5	0	6.3
- CCCn1c(SCC(=O)Nc2nc(C)c(C(=O)OC)s2)nnc1C(C)C
  1779	2	16	16	/	0	90	-2	9	-3	0.1
- COc1ccc(-c2c3c(=O)n(C)c(=O)n(C)c3cn2-c2cc(OC)ccc2OC)cc1
  1534	-2	11	-21	1.2	-6	122	-1	-6	-12	6.7
- Cc1cc(N2CCN(Cc3cn(C)nc3-c3ccccc3F)CC2)cc(C)n1
  1461	5	4	12	/	4	93	8	-2	-2	-1.0
- COc1ccccc1NC(=O)CSc1nc(O)cc(=O)[nH]1
  1441	6	4	11	0.26	7	93	4	-6	-24	1.5
- CCn1c2ccccc2c2cc(/C=N/NC(=O)c3cc(O)cc(O)c3)ccc21
  1912	2	2	-1	-0.43	-22	106	-13	3	5	2.2
- Cc1c(NC(=O)CSc2nnc(Nc3ccccc3)s2)c(=O)n(-c2ccccc2)n1C
  1613	3	9	-3	0.031	-7	101	-7	0	-16	2.1
- COc1ccc2c(c1)CC/C2=N\OC(=O)c1cccc(C)c1
  1494	7	10	4	/	-73	99	3	4	16	2.9
- CCN(CC)S(=O)(=O)c1ccc(C)c(NC(=O)COC(=O)c2ccc(C)c(S(=O)(=O)N3CCOCC3)c2)c1
  1589	13	4	1	0.43	1	98	-2	11	/	4.2
- COc1ccc(C(=O)c2c[nH]c(C(=O)NCc3cccnc3)c2)cc1
  1425	-8	15	12	/	-3	97	2	-1	/	0.6
- Clc1ccc(CNc2nc(N3CCOCC3)nc(N3CCOCC3)n2)cc1
  1409	-3	3	9	-1.4	-1	93	-2	-4	/	-1.4
- COC(=O)C(C)(C(=O)OC)c1ccc([N+](=O)[O-])cn1
  1622	-1	-1	1	/	0	104	4	3	/	2.8
- CNS(=O)(=O)c1cccc(C(=O)OCc2cc(C(C)=O)ccc2OC)c1
  1540	-4	0	1	1.1	-2	101	-10	1	-5	-0.6
- CCCCNC(=S)Nc1cccc(C(C)=O)c1
  1576	-5	1	-2	-0.53	4	100	-9	3	-12	-0.7
- O=C(NCc1ccccn1)c1cccc(NS(=O)(=O)c2cccc(F)c2)c1
  1736	1	-4	4	1.5	4	100	6	2	-5	1.2

Carrying on:
Results follow in this order: SRC2 TRFRET art	PPARg SRC-3 ag	PPARg SRC-1 ag	STAT3 blocker	ROMK primary	STAT1 blocker	STAT3 act	TLR4 MyD88 comp	PPARg SRC-2 ag	S1P3 antag	RAM network inh
- CCOC(=O)c1ccc(COc2nc3ccccc3nc2-c2ccccc2NC(C)=O)o1
  1510	4	-2	-4	0.017	3	107	-1	-6	-16	0.0
- Cc1cccc(C2=N/C(=C\c3cccnc3)C(=O)O2)c1
  1393	1	2	0	/	-6	107	5	3	/	0.4
- CCOc1cc(CN2CCN(CCc3ccccc3)C(CCO)C2)ccc1OC (stereo not drawn)
  1698	8	2	6	1.2	8	99	-4	4	7	1.5
- COCCNC(=O)C(c1ccccc1C)N(CCOC)C(=O)Cn1nnc2ccccc21 (stereo not drawn)
  1552	-6	2	-2	0.12	2	104	2	1	-6	-1.2
- CCCn1c(CCNC(=O)c2cccs2)nc2ccccc21
  1689	3	4	10	/	9	96	-1	3	-30	-0.3
- Cc1ccc(NC(=O)c2cc(S(=O)(=O)NCCC3=CCCCC3)ccc2F)cc1F
  1432	0	-4	-10	/	2	110	-6	-9	5	2.5
- O=C(Cn1nnc2c(cnn2-c2ccccc2)c1=O)NCc1cccs1
  1569	2	-2	4	/	-1	100	-10	-1	-25	2.2
- C=CCn1c(CNC(=O)c2cccs2)nnc1SCC(=O)c1ccc(Br)cc1
  1536	13	-2	3	/	1	100	-14	6	/	2.1
- Cc1cc(C(=O)CSc2ncccn2)c(C)n1Cc1ccco1
  1567	-1	2	41	-0.13	15	70	9	1	-1	2.6
- Cc1occc1-c1nnc(SCC(=O)Nc2nc(-c3ccccc3)cs2)o1
  1507	-14	-1	2	-0.041	0	104	-9	3	/	5.6
- O=C(CS(=O)CC(=O)N(c1cccc(F)c1)C(C(=O)NC1CCCCC1)c1ccco1)Nc1ccc(F)cc1 (stereo not drawn)
  1504	4	1	-18	-1.6	-6	113	-4	-13	-7	3.4
- CCCc1[nH]nc2c1C(c1ccc(O)c(OC)c1)C(C#N)=C(N)O2 (stereo not drawn)
  1499	-4	-4	-4	/	-1	106	-13	-7	-13	0.0
- COc1ncnc2c1oc1nc(CC(C)C)c3c(c12)CCCC3
  1453	5	-1	1	-1.3	-2	106	-3	0	-5	1.3
- CCC(C)(C)n1nnnc1C(C(C)C)N(Cc1ccco1)Cc1cc2cc3c(cc2[nH]c1=O)OCO3 (stereo not drawn)
  1691	16	8	6	/	9	98	10	17	/	5.0
- Cc1ccc(-c2nn(-c3cccc(F)c3)cc2CN(Cc2nccn2C)C(C)C)o1
  1724	7	12	-6	-1.5	0	110	-5	2	-7	1.2

Source: PubChem BioAssay (several laboratories)
